# STAT3 activator – STAT3 signaling activation. U3A cells, IL-6 STAT3-luciferase reporter, luminescence; 100% = signal with IL-6 EC80 alone. activation (% of control), % at 5.6 µM. actives 0.91% (n = 190,000). AID 871;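 active = activation above the screen-wide mean of compound activation plus 3 SD, cut at about 130% in these data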;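 also: 0% = background luminescence of wells with medium and substrate only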
#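 Assay system – human STAT1-deficient U3A cells with stable STAT3-luciferase reporter · Also added – IL-6 (33 ng/mL) · Schedule – compound 1 h, then IL-6 6 h at 37 °C · Technique – reporter luminescence signal · Evaluation – % activation versus median of IL-6-stimulated wells · Benchmarks – IL-6-only wells as 100% reference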
# APP 5'UTR act – activates APP 5'UTR luciferase reporter; SH-SY5Y APP 5'UTR luciferase reporter, luminescence; zero percent = DMSO vehicle wells; activation, % at 2 µM; actives 1% (n = 190,000); AID 1276;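 active = activation above a set limit, based on mean plus 3 SD of controls, cut at about 140% in these data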; also: values of inactives mirror those of a sister screen read the other way
# FLuc inhib CS – Photinus pyralis luciferase inhibition counter-screen. P08659. ATPLite firefly luciferase biochemical luminescence, 10 min. inhibition, % at 10 µM. actives 1.5% (n = 200,000);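 active = inhibition above about 50% when tested at 10 µM, limit read from the data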
# Target sequence (P08659 whole entry, looked up): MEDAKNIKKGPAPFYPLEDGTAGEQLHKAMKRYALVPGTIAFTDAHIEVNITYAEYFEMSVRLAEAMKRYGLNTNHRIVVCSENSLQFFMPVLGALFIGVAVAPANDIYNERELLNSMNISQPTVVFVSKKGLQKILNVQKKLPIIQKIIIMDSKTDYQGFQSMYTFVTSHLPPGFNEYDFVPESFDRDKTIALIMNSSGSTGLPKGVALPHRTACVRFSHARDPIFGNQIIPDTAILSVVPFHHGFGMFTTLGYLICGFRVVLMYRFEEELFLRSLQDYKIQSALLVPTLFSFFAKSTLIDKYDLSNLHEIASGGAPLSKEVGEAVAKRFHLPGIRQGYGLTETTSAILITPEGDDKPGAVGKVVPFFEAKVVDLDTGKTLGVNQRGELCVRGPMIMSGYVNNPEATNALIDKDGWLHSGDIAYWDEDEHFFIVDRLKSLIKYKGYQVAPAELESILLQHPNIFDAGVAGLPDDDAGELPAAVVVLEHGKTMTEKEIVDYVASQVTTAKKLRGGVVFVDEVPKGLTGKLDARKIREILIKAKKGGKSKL
# STAT3 inh – reduces IL-6 driven STAT3 reporter signal; U3A cells, IL-6 STAT3-luciferase reporter, luminescence; host cell line lacks STAT1; inhibition, % at 5.5 µM; actives 0.89% (n = 190,000); AID 862;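 active = inhibition above the mean inhibition across all screened compounds plus 3 SD, cut at about 44% in these data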;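 also: 0% = DMSO only wells and 100% = 100 µM nifuroxazide control wells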
# FLuc act counter – affects firefly luciferase, flagging false hits in luciferase stimulation screens. P08659. ATPlite luciferase biochemical, luminescence, 10 min; 0 = ATP-free wells, 1 = DMSO control. activation factor at 10 µM. 200,000 tested, under 10 active. AID 1027;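 active = luciferase activation factor, scaled between plate controls, of at least 2 with compound at 10 µM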
#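 assay system = Luciferase/luciferin detection reagent, cell-free biochemical luciferase assay | also added = ATP substrate | times = 10 min post-reagent at room temperature | measured by = luminescence from luciferase reaction | measure = luciferase activation, seen as luminescence increase over controls | benchmarks = low control with PBS replacing ATP, high control enzyme plus ATP without compound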
# STAT1 act – activators of IFN-gamma induced STAT1 signaling | NIH 3T3 STAT1-luciferase reporter, luminescence; 100% = IFN-gamma alone, no compound | activation (% of control), % at 5.5 µM | actives 2.6% (n = 200,000) | AID 932;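 active = activation above the screen-wide mean activation plus 3 SD, cut at about 130% in these data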;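 also: raw ratio to IFN-gamma control signal so 100% means no change and 0% no light; values of inactives mirror those of a sister screen read the other way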
# ROMK primary – modulates human ROMK potassium channel activity. P48048. Tet-inducible ROMK, thallium flux fluorescence; actives lie on both sides. B-score at 10 µM. actives 2% (n = 130,000). AID 1918;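 active = signal ratio slope over the read window, or its plate-corrected B-score, at least 3 SD from the plate mean, either direction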;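 also: B-score of the F/F0 ratio slope over 7 to 12 s after thallium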
# Target sequence (P48048 whole entry, looked up): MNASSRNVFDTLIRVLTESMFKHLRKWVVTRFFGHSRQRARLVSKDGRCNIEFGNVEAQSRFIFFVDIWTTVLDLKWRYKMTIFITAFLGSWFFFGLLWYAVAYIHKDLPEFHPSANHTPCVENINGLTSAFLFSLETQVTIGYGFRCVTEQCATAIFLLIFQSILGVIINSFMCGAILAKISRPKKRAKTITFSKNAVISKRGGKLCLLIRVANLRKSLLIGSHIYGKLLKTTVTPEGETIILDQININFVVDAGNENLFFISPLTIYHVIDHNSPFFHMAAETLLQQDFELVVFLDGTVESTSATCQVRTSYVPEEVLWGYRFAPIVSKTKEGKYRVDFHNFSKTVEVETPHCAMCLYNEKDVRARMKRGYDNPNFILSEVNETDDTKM
# NF-kB neuron act – compounds increasing NF-kB expression in human neuronal cells | NF-kB reporter expression; hits give high values | fold change at 12.5 µM | actives 1.6% (n = 190,000); in the data active = fold change above about 3.3
# APP 5UTR inh – APP translation inhibition; SH-SY5Y APP 5'UTR-luciferase reporter, luminescence; inhibition, % at 2 µM; actives 0.82% (n = 190,000);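 active = inhibition above a set limit, derived from the sample mean plus 3 SD, cut at about 45% in these data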; also: values of inactives mirror those of a sister screen read the other way
# STAT1 inh – STAT1 signaling inhibition. inhibition, % at 5.5 µM. actives 0.35% (n = 200,000). NIH 3T3 STAT1-luciferase reporter, IFN-gamma, luminescence;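 active = inhibition above a set limit, the mean inhibition across all tested compounds plus 3 SD, cut at about 34% in these data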;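 also: 0% = IFN-gamma with DMSO and 100% = IFN-gamma with 300 µM nifuroxazide; values of inactives mirror those of a sister screen read the other way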
# An asterisk follows results filed as active; / = not tested or not shown.
canonical_smiles,ROMK primary,FLuc act counter,STAT1 inh,NF-kB neuron act,FLuc inhib CS,STAT3 inh,APP 5'UTR act,APP 5UTR inh,STAT1 act,STAT3 activator
CCC(C)(C)NC(=O)C(c1ccc(C)o1)N(C(=O)c1csnn1)c1cccc(F)c1 (configuration not stated),/,1.1,6,1.3,-6,-10,-2,2,95,109
CC(C)CNC(=O)[C@H](Cc1ccccc1)NC(=O)c1ccco1,3.2*,1,0,1.1,-2,22,-4,4,100,86
O=C(CCc1ccc(S(=O)(=O)NC2CCCCC2)cc1)NCc1cccnc1,-1.4,1.1,-8,1.3,-6,0,5,-5,106,101
Cn1c(CCC(=O)OCC(=O)Nc2ccc(Oc3ccccc3)cc2)nc(=O)c2ccccc21,0.0076,1.1,-2,1.3,-6,10,-12,12,102,98
COC(=O)Cc1[nH]n(-c2ccccc2)c(=O)c1C(C)=Nc1ccccc1,0.31,1,-9,1.1,-2,3,26,-26,108,104
COc1ccc2cc(C(=O)NCc3ccccc3)c(=Nc3ccc(C(=O)O)cc3)oc2c1,0.083,1.1,13,0.76,-5,15,5,-5,88,91
COCCOC(=O)N/C=C\c1nc2ccccc2c(=O)[nH]1,1.1,1,-1,1.1,1,3,-7,7,101,96
Cc1ccc(S(=O)(=O)Cn2nnnc2C(C(C)C)N2CCN(Cc3ccco3)CC2)cc1 (configuration not stated),/,1.1,0,0.95,-6,5,-3,3,100,104
CN(C)C(=O)NCc1ccc(S(N)(=O)=O)cc1,/,1,6,1.3,-4,2,9,-9,95,100
CN(C)c1nc2ccccc2c(N)c1-c1ccccc1,/,1,2,1.4,-2,-8,3,-3,98,109
COc1ccc(C(=O)NC2CCN(C(=S)Nc3ccccc3C)CC2)cc1,-0.044,1.1,4,1.1,-5,13,15,-15,94,94
COC(=O)C1CCN(C(=O)COC(=O)c2n[nH]c3ccccc23)CC1,-0.064,/,-5,1.5,/,3,13,-13,105,101
Cc1cccc(C)c1NC(=O)C(NC(=O)c1ccccn1)c1ccc([N+](=O)[O-])cc1 (configuration not stated),/,1,0,1.1,-5,-14,9,-9,100,116
CC1CCCCN1CCCn1c(=S)[nH]c2ccccc2c1=O (configuration not stated),/,1.1,5,1.1,-11,6,-1,1,96,96
COc1ccc(C2=Nc3ccc(C)cc3C(c3ccccc3)N2CC(=O)NN)cc1 (configuration not stated),-0.31,1,-5,1.5,1,-4,6,-6,103,104
CCc1ccc(N2CC(C(=O)OC)CC2=O)cc1 (configuration not stated),0.25,1,-10,1.1,-1,17,-8,8,108,91
O=C(COC(=O)CCc1c[nH]c2ccccc12)NCc1ccc(Cl)cc1,/,1,-5,1,-4,-8,-11,10,104,109
CN1CCC(=NNC(=O)C(=O)Nc2ccccc2F)CC1,-0.73,1,0,1.3,-2,15,11,-11,100,97
COc1cc(-c2nc(-c3ccccc3)c(-c3cc([N+](=O)[O-])ccc3C)[nH]2)cc(OC)c1OC,0.15,1,12,0.55,0,13,-12,12,90,90
Cc1nc(SCCOc2ccccc2)[nH]c(=O)c1Cc1ccccc1,0.13,1,-33,1.2,-3,-9,10,-10,128,112
O=C(Nc1ccccc1C(=O)N/N=C/c1ccc(F)cc1)c1ccccc1Br,/,0.3,0,0.94,74*,9,4,-4,100,97
CCCC(C)NC(=O)COc1ccc(Sc2ccc(OCC(=O)NC(C)CCC)cc2)cc1 (configuration not stated),-0.013,1,8,1,-1,2,13,-13,92,101
Cc1cc(C(=O)OCC(=O)N2CC(C)OC(C)C2)ccc1[N+](=O)[O-] (configuration not stated),0.73,0.9,4,1.2,6,2,-3,3,98,103
Cc1ccc2c(c1)C(O)(CC(=O)c1cccnc1)C(=O)N2 (configuration not stated),/,1,-1,1.4,-4,-3,2,-2,101,103
CCOC(=O)/C(N=O)=C(\O)C1CCN(C(=O)OCC)CC1,/,1,-5,0.89,-3,15,11,-11,104,92
CC(C)(C)C1CCC(C(=O)Nc2cccnc2)CC1 (configuration not stated),-0.77,1,-3,0.97,-3,21,-9,8,100,86
O=C(CN1CCSCC1)N/N=C/c1ccc(F)c(F)c1,0.038,1,-1,1.1,-5,4,-5,5,101,102
Cc1ccc2nc(/C(C#N)=C/c3ccc(-c4cccc([N+](=O)[O-])c4)o3)[nH]c2c1,-1.3,1,3,1.1,0,8,-1,2,98,93
O=C(NCCc1cccc(Cl)c1)c1cccs1,-0.3,0.8,-32,3.1,16,1,96,-96,127,105
CN(C)CCCN1C(=O)c2cccc3c(Br)ccc(c23)C1=O,-2.7,1,-17,1.1,-3,10,-27,27,114,97
COc1ccc(C)cc1NC(=O)Cn1cnc2sc(C)c(S(=O)(=O)N3CCOCC3)c2c1=O,0.043,1.1,11,0.85,-12,5,0,0,90,99
O=c1ccc(Cl)cn1Cc1ccccc1F,1.1,1,2,1.3,-1,9,3,-3,98,96
CCCN1CCN(S(=O)(=O)c2ccc3c(c2)OCCO3)CC1,-0.96,1.1,9,1.1,-10,6,-1,1,91,98
CN1CCN(Cc2cc(Cl)c3cccnc3c2OC(=O)c2cccs2)CC1,/,1.1,10,13*,-8,-6,-4,4,91,108
Clc1ccc(OCCN2CCN(c3ncnc4sccc34)CC2)cc1,/,1.1,29,0.59,-7,89*,-15,15,74,30
O=C(NCCCN1CCCC1=O)c1ccc(Cl)c(NS(=O)(=O)c2ccc(F)cc2)c1,/,1,14,1.1,5,-2,5,-5,87,106
CCCNC(=O)c1c(Cl)cnn1-c1ccc(C)cc1,/,0.8,-49,3,18,4,100,-100,142*,101
CC(=O)Nc1cc2c(cc1C(C)=O)OCCO2,/,1,-4,1.1,1,-13,-9,9,104,115
O=C(NCc1cccnc1)C1CCN(S(=O)(=O)c2cccnc2)CC1,1.1,1,-2,0.98,-2,5,14,-14,102,101
Cc1ccc(CC(=O)N2CCC(c3nc4c(nnn4Cc4ccccc4)c(=O)[nH]3)CC2)cc1,/,1,3,1.1,-2,2,-14,14,98,99
O=C(CSc1ccc(Cl)cc1)N/N=C/c1cccnc1,1.1,1,12,1,-3,15,2,-2,88,91
Cc1cc(C)c(NC(=O)COC(=O)/C=C/c2cccs2)c(C)c1,0.047,1.1,7,1.1,-6,1,27,-27,94,99
CCOc1ccc(NC(=S)NNC(=O)CC(C)O)cc1 (configuration not stated),0.11,1.1,-1,0.93,-8,4,-5,5,100,107
O=C(CSC(=S)N1CCCCC1)Nc1nc(-c2ccccc2)c(-c2ccccc2)o1,0.37,1.1,10,1.1,-6,0,6,-6,91,105
COc1ccc(CCN(C(=O)Cn2nnc3ccccc32)C(C(=O)NCC2CCCO2)c2ccncc2)cc1OC (configuration not stated),/,1.1,-5,0.89,-10,0,-17,17,103,103
CC1CCN(CCCNC(=O)c2ccc3c(=O)n(CCc4ccccc4)c(=O)[nH]c3c2)CC1,-0.66,1,3,1.2,1,8,6,-6,97,97
O=C(CCc1ccccc1)OCCN1CCOCC1,/,1,8,1.4,-1,-3,10,-10,93,107
CC(C)COC(=O)n1c(=O)oc2cc(S(=O)(=O)N3CCCCC3)ccc21,-0.45,1.1,-3,1,-6,14,-9,9,103,93
COc1ccc(NC(=O)Nc2cc(C)ccc2F)cc1,0.014,0.8,-33,2.6,15,6,123,-123,130*,99
Cn1cc(CNCc2ccccc2OCC(O)CN2CCc3ccccc3C2)cn1 (configuration not stated),/,1,3,0.79,-1,0,-13,13,96,105

# Next section
canonical_smiles,ROMK primary,FLuc act counter,STAT1 inh,NF-kB neuron act,FLuc inhib CS,STAT3 inh,APP 5'UTR act,APP 5UTR inh,STAT1 act,STAT3 activator
Cc1ccnc2nc(C(=O)NC3=NCCS3)nn12,0.75,1.1,-8,1.4,-8,17,1,-1,107,92
Fc1ccc(-n2nnnc2-c2ccccc2Cl)cc1,0.0062,1,-2,1.1,-4,-2,15,-15,103,104
CCCN(CCC)C(=O)Cn1c(=O)n(CCC(=O)NCCc2ccccc2)c(=O)c2ccccc21,-0.83,1.1,6,0.97,-5,14,0,0,95,93
Cn1c(N)c(C(=O)COC(=O)C2CCCN2C(=O)c2cccs2)c(=O)n(C)c1=O (configuration not stated),1.1,1,2,1,-5,1,9,-9,97,100
COc1ccc(-n2c(Cc3cccn3C)nnc2SCC(=O)Nc2cc(C)cc(C)c2)cc1,/,1.1,5,0.79,-5,-6,1,0,96,105
CCCOC(=O)CSc1nnc(-c2ccc(Cl)cc2Cl)o1,0.034,0.9,7,1.1,9,4,-7,7,94,99
Clc1ccc(Cl)c(Oc2ccc(Oc3nc(Cl)ccc3Cl)cc2)n1,0.015,1.1,-5,1.3,-8,3,6,-6,105,101
COc1cc(OC)cc(C(=O)NCC2CCCO2)c1 (configuration not stated),/,1,-3,1,-4,14,-12,12,104,94
COc1cc(CC(=O)Nc2ccc3c(c2)CCC3)cc(OC)c1OC,/,1.1,11,0.85,-5,10,-11,11,90,92
CC1CCc2c(sc(N)c2C(=O)OC(C)C)C1 (configuration not stated),/,1,-1,0.97,-1,-7,-19,19,101,107
CCC(=O)Oc1ccc2c(C)c(Cl)c(=O)oc2c1,/,1,0,1,-3,21,-21,21,100,87
COc1ccc(CNC(=O)C(=O)NCC2OCCN2S(=O)(=O)c2ccc3c(c2)OCCO3)cc1 (configuration not stated),0.37,1.1,4,1.9,-8,-8,16,-16,96,107
COc1ccc(CCNC(=O)CCCn2c(SCC#N)nc3ccccc3c2=O)cc1OC,0.15,1,6,1.6,-5,7,2,-2,94,96
CN(Cc1ccccc1)C(=O)c1ccc2c(c1)OCCO2,/,1.1,-1,1.3,-5,-3,12,-12,102,109
Fc1cc(F)c2nc(N3CCCCC3)sc2c1,/,0.9,-23,1.5,11,-5,31,-31,121,109
Cc1ccc(NC(=S)NCC2CCCO2)cc1C (configuration not stated),-0.4,1,-6,1.3,-1,-3,12,-12,105,104
CC(C)c1nnc(NC(=O)CCC(=O)N2CCN(c3ccccn3)CC2)s1,/,1,4,1.1,-3,8,11,-11,97,97
O=C(NCc1cccnc1)c1cccn2c(=O)c3sccc3nc12,0.18,1,8,0.87,-4,9,0,0,92,96
CN(C)c1nc(C#N)nc(N(C)C)n1,-0.074,1.1,3,1.1,-8,4,-7,7,99,101
COc1ccccc1NC(=S)N(CCCN1CCOCC1)Cc1cccs1,/,1.1,5,1.2,-5,6,11,-11,94,98
COc1ccc(OCCC(=O)OCC(=O)Nc2ccc(Br)cc2)cc1,/,1,-9,0.97,-2,4,-7,7,108,101
O=C1C=C(O)CC(c2ccc(Cl)c(Cl)c2)C1 (configuration not stated),0.4,1.1,-1,1.4,-5,4,12,-12,102,99

# Outcome played no part in choosing rows; 7.1% or so of the library scored in one or more.
